Screens: PubChem BioAssay, National Center for Advancing Translational Sciences (NCATS)
HCMV antiviral – human cytomegalovirus inhibition; HFF cells, HCMV-luciferase reporter, 72 h; hits give low values; activity change, negative = inhibition, % at 57.5 µM; 410,000 tested, 4.5% active; AID 1259415; in the data active = activity change below about -60%; inconclusive = no clear call, values can overlap the other calls; inactive = above about -39%
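Human foreskin fibroblasts infected with luciferase-reporter HCMV at MOI 1 PFU/cell, compounds at two doses. Luciferase measured 72 h post infection; normalized to buffer-only basal and Salinomycin (10uM) controls.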
AmpC inh no detg – blocks E. coli AmpC beta-lactamase in detergent-free assay. AID 485341. Potency, µM (top dose mostly 57.1 µM), inactives show at the highest dose activity change, negative = inhibition, actives largely listed as inhibitors. 330,000 tested, 0.52% active. P00811. AmpC nitrocefin hydrolysis, absorbance 480 nm, 0.0001% Triton;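 also: potency is read from the fitted curve at half-maximal effect; plate controls were no compound for no effect and no enzyme for full effect; nearly all actives have a fitted effect of over 20% in size; some results filed as inactive show a strong effect at the top dose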
Target sequence (P00811 whole entry, looked up): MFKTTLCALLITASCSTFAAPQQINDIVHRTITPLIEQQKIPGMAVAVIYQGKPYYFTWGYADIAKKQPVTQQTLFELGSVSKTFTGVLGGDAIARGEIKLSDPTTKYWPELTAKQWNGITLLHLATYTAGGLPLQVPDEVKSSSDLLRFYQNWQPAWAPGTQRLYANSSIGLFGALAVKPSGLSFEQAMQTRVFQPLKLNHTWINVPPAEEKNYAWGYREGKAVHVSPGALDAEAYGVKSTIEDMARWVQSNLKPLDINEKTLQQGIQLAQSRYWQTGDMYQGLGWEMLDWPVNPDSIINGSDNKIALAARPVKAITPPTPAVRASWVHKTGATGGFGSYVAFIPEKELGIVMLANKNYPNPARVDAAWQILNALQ
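20 mM phosphate pH 7.0 + 0.01% (detergent screen) or 0.0001% Triton X-100; 5.3 nM AmpC reagent; cpd preinc 15 min RT; nitrocefin (800 uM stock) to start; A480 q20 s × 4 min; Activity was normalised to no-enzyme and no-compound control wells.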
AmpC inh detg – inhibitors of E. coli AmpC beta-lactamase with detergent; AmpC hydrolysis of nitrocefin, absorbance 480 nm, 0.01% Triton; Potency, µM (titrated, usually from 114 µM), for the others: at the highest dose activity change, negative = inhibition, most hits filed as inhibitors; 370,000 tested, 0.041% active;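 also: potency is read from the fitted curve at half-maximal effect; 0% = no-compound wells and -100% = no-enzyme wells; nearly all actives have a fitted effect of over 25% in size; some results filed as inactive show a strong effect at the top dose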
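20 mM phosphate pH 7.0 + 0.01% (detergent screen) or 0.0001% Triton X-100; 5.3 nM AmpC reagent; cpd preinc 15 min RT; nitrocefin (800 uM stock) to start; A480 q20 s × 4 min; Activity was normalised to no-enzyme and no-compound control wells.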
Sm TGR inh – blocks Schistosoma mansoni thioredoxin glutathione reductase; Q962Y6; Potency, µM (doses to about 114 µM), for the others: top-dose activity change, negative = inhibition, actives largely listed as inhibitors; purified TGR, DTNB reduction, TNB absorbance 405 nm; 360,000 tested, 3% active; also: potency is read from the fitted curve at half-maximal effect; nearly all actives have a fitted effect of over 60% in size
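Kinetic colorimetric format: TGR-catalysed, NADPH-driven DTNB reduction monitored via TNB absorbance. Enzyme dispensed at 20 nM; compound exposure 15 min at room temperature before reaction start.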
HCV inhibitor – inhibitors of hepatitis C virus infection | Huh7.5.1 HCVcc-Cre infection, luciferase reporter, 44 h | AID 651820 | Potency, µM (titrated, usually from 41.8 µM), for the others: at the top dose activity change, negative = inhibition, actives largely listed as inhibitors | 340,000 tested, 3.4% active; also: potency is read from the fitted curve at half-maximal effect
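Infectious HCV cell culture screen: compound-treated cells (1,000/well, pre-plated 4 h) are infected with HCVcc-Cre at roughly 0.5 moi and grown 44 h. Infection is quantified by luciferase signal after 15 min substrate incubation at room temperature.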
Giardia FBPA inh – inhibitors of Giardia lamblia fructose-1,6-bisphosphate aldolase; Potency, µM (titrated, usually from 59.6 µM), for the others: top-dose activity, negative = inhibition, hits mostly inhibitors; purified Giardia FBPA; A8B2U2; 290,000 tested, 0.71% active; AID 2451; also: potency is read from the fitted curve at half-maximal effect; nearly all actives have a fitted effect of over 55% in size
Target sequence (A8B2U2 whole entry, looked up): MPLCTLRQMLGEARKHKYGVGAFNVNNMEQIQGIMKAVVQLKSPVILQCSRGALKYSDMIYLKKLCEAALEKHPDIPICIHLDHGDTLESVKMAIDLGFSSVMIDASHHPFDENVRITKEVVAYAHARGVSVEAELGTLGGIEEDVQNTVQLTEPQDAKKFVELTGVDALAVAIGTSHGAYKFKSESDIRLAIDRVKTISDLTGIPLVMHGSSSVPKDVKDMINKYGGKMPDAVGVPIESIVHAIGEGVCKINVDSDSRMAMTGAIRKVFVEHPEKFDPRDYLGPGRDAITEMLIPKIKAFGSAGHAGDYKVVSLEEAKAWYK
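40 nM FBPA preincubated 10 min at RT with compound (up to 57.5 uM final), then substrate plus GAPDH/TPI/NAD/arsenate coupling and diaphorase/resazurin added. Fluorescence read after 20 min at RT, 525/598 nm.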
The depositor's hits bear a star; ? = inconclusive; · = not tested or not shown; & = joins results of further samples; [ ] = dose if it differs, or a comment. Unless noted, calls follow the shape of the dose curve; as a rule, active = well fitted curve in the direction sought with a large enough effect; inconclusive = small, poorly fitted or top-dose-only effect, or another doubt; inactive = no such curve, though single readings can be large; an effect the other way counts as inactive or inconclusive. Unless noted, % is scaled to controls: 0 for no effect and ±100 for the full control effect.

SMILES	HCMV antiviral	AmpC inh no detg	AmpC inh detg	Sm TGR inh	HCV inhibitor	Giardia FBPA inh
O=C(c1ccc(NS(=O)(=O)c2ccc(F)cc2)cc1)N1CCC1	-33	-5%	-7%	-11%	11%	·
Cc1ccccc1NC(=O)C(=O)NCCc1ccccc1	-14	-20%	-1%	-4%	20%	3%
O=C(O)c1ccc(OS(=O)(=O)c2cccc(C(F)(F)F)c2)cc1	26	-14%	-5%	0%	3%	·
Cc1cc(C)c2ccc(C)[n+]([O-])c2c1O	-2	-15%	0%	13µM*	?	-13%
O=C1c2ccccc2C(=O)N1Cc1cc(Cl)c(O)c([N+](=O)[O-])c1	-13	-5%	0%	-17%	-6%	-20%
COc1ccc(-c2sc3ccccc3c2/C=C/c2ccc(N)cc2)cc1	40	-27%	·	·	?	·
O=C(Nc1nnc(-c2ccc(Cl)cc2)o1)NC1CCCCC1	?	-12%	-1%	-1%	12%	5%
CCc1nnc(NC(=O)CSc2nc3cc4c(cc3cc2CC)OCCO4)s1	-28	-34%	-4%	-2%	?	-1%
CC(C)c1ccc(NC(=O)Cn2cc(S(=O)(=O)Cc3ccccc3Cl)c3ccccc32)cc1	0	·	0%	1%	·	·
CC(C)CC1(C)NC(=O)N(CC(=O)NC(=O)Nc2ccc3c(c2)OCCO3)C1=O (centres undefined)	97	23%	-15%	-4%	-3%	-15%
CCN(CC)S(=O)(=O)c1cccc(C(=O)N/N=C(\C)c2cccs2)c1	0	-28%	4%	9%	-11%	1%
O=C(COc1ccccc1)Nc1nnc(S(=O)(=O)N2CCCC2)s1	-23&-3	-28%	?	4%&11%	-1%	-9%
Cc1nc2sc(C(c3cccs3)N3CC(C)CC(C)C3)c(O)n2n1 (centres undefined)	-10	12%	-9%	-15%	1%	-15%
COc1cccc(C(=O)NCCS(=O)(=O)NC2CCCC2)c1	-28	-7%	?	-4%	7%[8.37 µM]	·
Cc1ccc(NC(=O)Nc2ccc3c(c2)OCO3)c(OC(F)F)c1	62	-33%	-4%	1%	-27%	-8%
CSc1c(C#N)c(N)c(C#N)c2c1COC(C)(C)C2	5	-12%	-13%	3%	-20%	2%
CNC(=S)NCCc1ccccc1	9	-11%	4%	10%	-10%	5%
CCc1cc2c(NCCC(=O)O)nc(C)nc2s1	59	-15%	5%	2%	19%	3%
Nn1c(SCC(=O)NCC2CCCO2)nnc1-c1ccco1 (centres undefined)	16	-13%	·	·	8%	·
Cc1cc(CN(C)C(=O)c2ccc(OC3CCN(CCc4ccccc4)CC3)cc2)on1	8	48%	-6%	5%	-6%	-3%
O=C(CCCCn1c(=O)[nH]c2ccsc2c1=O)N1CCN(c2cccc(C(F)(F)F)c2)CC1	?	·	5%	-4%	·	·
COc1ccc(Cc2nnc(NC(=O)c3cc(OC)cc(OC)c3)s2)cc1	-17	2%	?	-21%	8%	-2%
O=C(Nc1ccc(CN2CCOCC2)cc1)c1ccc(Br)cc1	-20	-10%	2%	0%	?	12%
COc1ccc(Cl)cc1NC(=S)NN1CCOCC1	?	-6%[2.29 µM]	0%	35µM*	10%	1%
CCOc1ccc(OCc2ccc(C(=O)N3N=C(C(F)F)CC3(O)C(F)F)o2)cc1 (centres undefined)	50	-20%	-3%	14%	-10%	0%
COc1cc(OC)c(OC)cc1CN1CCN(Cc2ccc(SC)cc2)CC1	-36	8%	2%	-9%	?	?
O=C(O)C1=C[C@H](c2csc3ccccc23)C[C@H](OCc2ccc(CO)cc2)O1	5	-36%	3%	-29%	27%	16%
Nc1ccn(Cc2ccc(F)cc2)n1	-37	-2%	7%	·	16%	1%
O=C(CN1CCN(Cc2ccccc2Cl)CC1)N/N=C/C=C\c1ccccc1[N+](=O)[O-]	·	-18%	-11%	-16%	?	6%
O=C(C1=COCCO1)N1CCN(S(=O)(=O)c2cccc(F)c2)CC1	1	9%	-11%	-7%	12%	·
CC(C)CCN(C(=O)c1csnn1)C(C(=O)NC1CCCC1)c1ccccc1 (centres undefined)	19	-6%	-14%	1%	16%	1%
FC(F)(F)c1nnc(Nc2ccc(Cl)cc2)s1	-38	-24%	12%	12%	?	-14%
CCOC(=O)/C=C/c1nc(C(=O)OCC)c(C)c(=O)[nH]1	12	-7%	-12%	-7%	6%	2%
COc1ccc(N2C(=O)CC(N3CCCC4CCCCC43)C2=O)cc1 (centres undefined)	9	-11%	-3%	11µM*	-2%	3%
CCN(CC)CCNC(CC(=O)Nc1ccc(Cl)cc1Cl)C(=O)O (centres undefined)	-22	-9%	4%	?	0%	5%
CN(C(=O)CCN1CCCO1)C1CCCN(Cc2ccccc2F)C1 (centres undefined)	?	-5%	-11%	-2%	6%	-4%
Cc1cc(C)c(SCCc2ccncc2)c(C)c1	-64*	4%	-2%	13%	?	-4%
O=C(COC(=O)c1cccnc1Cl)NC(=O)NC1CCCCC1	9	-8%	·	·	7%	·
COc1ccc(C(C)=O)cc1COc1ccc([N+](=O)[O-])c(C)c1	-26	10%	?	?	?	-1%
CC(O)C(NS(=O)(=O)c1ccc(Cl)cc1)C(=O)OCC(=O)c1c[nH]c2ccccc12 (centres undefined)	47	23%	1%	·	?	-3%
CN(C(=S)Nc1ccc(F)cc1)C(c1ccccc1)c1ccccc1	-31	-39%	1%	-6%	-25%	8%
CN(CC(=O)Nc1ccc(F)cc1)CC(=O)N1CCCCC1	-20	-2%	3%	-22%	-1%	·
COc1ccc(N(CC(=O)NCc2ccc(F)cc2)S(=O)(=O)c2c(C)n[nH]c2C)cc1	-20&2	24%	3%&-1%	-14%&6%	-6%	6%
COc1ccc(CCCc2nnc(SCC(=O)Nc3cc(F)ccc3C)o2)cc1	-5	·	13%	-1%	·	·
O=C(CSc1nc2c(cnn2-c2cccc(Cl)c2)c(=O)[nH]1)NCC1CCCO1 (centres undefined)	56	-5%	-8%	-2%	13%	·
O=C(CN(C(=O)c1csnn1)c1ccc(F)cc1)NCc1ccc2c(c1)OCO2	-2	-13%	6%	-8%	14%	·
CC1CCCCN1C(=O)c1ccc2c(c1)N(Cc1cccc(Cl)c1)C(=O)c1ccccc1S2=O (centres undefined)	-68*	·	9%	-4%	·	·
CCSc1oc(-c2cccs2)nc1S(=O)(=O)c1ccccc1	-22	-29%	?	-31%	-7%	-19%
CCOC(=O)c1c(C)[nH]c(CCC(=O)NC(C)c2ccccc2)c1C (centres undefined)	14	·	16%	0%	·	·
O=C(Cn1cnnn1)Nc1cccc(S(=O)(=O)N2CCCCC2)c1	23	-21%	1%	-1%	-26%	0%
COc1cccc(CNC(=O)C(CCSC)NS(=O)(=O)c2ccc3c(c2)oc(=O)n3C)c1 (centres undefined)	-15	-24%	-1%	-7%	2%&9%	7%
O=C1Nc2c(Br)cc(Br)cc2C1(O)N1CCOCC1 (centres undefined)	-36	-8%	-2%	7%	-16%	-14%
CC1CN(C(=S)NC(=O)c2ccc([N+](=O)[O-])cc2)CC(C)O1 (centres undefined)	8	-21%	?	-1%	9%	20µM*
O=C(NC(Cc1c[nH]c2ccccc12)c1nnc2n1CCCCC2)c1ccccc1Cl (centres undefined)	27	65%[activator]	-2%	7%	12%	1%
COc1cccc(C(=O)Nc2cc(Cl)c(O)c(Cl)c2)c1	-27	-26%	-6%	-26%	6%	-12%
Cc1nn(CCCC(=O)Nc2ccccc2C(F)(F)F)c(=O)c2nn(-c3ccccc3)c(C)c12	3	·	0%	-9%	·	·
CC(=O)N1CCN(CC(C)(C)NS(=O)(=O)c2ccccc2)CC1	-7	-17%	·	·	21%	·
Cc1cc(C)c(C#N)c(SCC(=O)c2ccccc2)n1	-35	-23%	-5%	0%	-27%	-1%
CCOC(=O)C1(Cc2ccccc2)CCN(Cc2cc(OC)c3c(c2)OCO3)CC1	-3	49%	-4%	0%	-18%	7%
COc1ccc(-c2cc(C(=O)OCC(=O)N3CCCC3)c3ccccc3n2)cc1	19	133%[activator]	-8%	-6%	?	-7%

Arranged by number of heavy atoms (largest number first): 6 of the compounds above.
SMILES	HCMV antiviral	AmpC inh no detg	AmpC inh detg	Sm TGR inh	HCV inhibitor	Giardia FBPA inh
COc1cccc(CNC(=O)C(CCSC)NS(=O)(=O)c2ccc3c(c2)oc(=O)n3C)c1 (centres undefined)	-15	-24%	-1%	-7%	2%&9%	7%
O=C(NC(Cc1c[nH]c2ccccc12)c1nnc2n1CCCCC2)c1ccccc1Cl (centres undefined)	27	65%[activator]	-2%	7%	12%	1%
COc1ccc(-c2cc(C(=O)OCC(=O)N3CCCC3)c3ccccc3n2)cc1	19	133%[activator]	-8%	-6%	?	-7%
CC1CN(C(=S)NC(=O)c2ccc([N+](=O)[O-])cc2)CC(C)O1 (centres undefined)	8	-21%	?	-1%	9%	20µM*
Cc1cc(C)c(C#N)c(SCC(=O)c2ccccc2)n1	-35	-23%	-5%	0%	-27%	-1%
O=C1Nc2c(Br)cc(Br)cc2C1(O)N1CCOCC1 (centres undefined)	-36	-8%	-2%	7%	-16%	-14%

More entries
SMILES	HCMV antiviral	AmpC inh no detg	AmpC inh detg	Sm TGR inh	HCV inhibitor	Giardia FBPA inh
Cc1oc(-c2ccc(C(=O)NCCc3ccc(Cl)cc3)cc2)nc1CSc1ccccc1	-17	·	24%	?	·	·
CC1(C)NC(=O)N(CC(=O)N2CCC(Cc3ccccc3)CC2)C1=O	42	46%	0%	-5%	-3%	·
COc1cc2c(cc1OC)C(C(=O)Nc1ccc3c(c1)OCCO3)C(c1cccnc1)N(C)C2=O (centres undefined)	-3	95%[activator]	4%	3%	?	1%
CC(Oc1ccc(Cl)cc1Cl)c1nc(-c2ccc(NC(=O)c3ccncc3)cc2)no1 (centres undefined)	-101*	57%	-11%	-6%	2.8µM*	-5%
CCOC(=O)C1(C(=O)O)NC(=O)CC1c1ccccc1 (centres undefined)	-3	-17%	?	-22%	12%	-2%
COc1ccc(OC)c(/C=N\NC(=O)c2ccc(=O)n(C)c2)c1	-5	-10%	-15%	-1%	10%	-1%
CCn1c(=N)n(CC(O)c2cccs2)c2ccccc21 (centres undefined)	?	4%	5%	21%	18%	-6%
CCOc1ccc2[nH]c(=O)c(CN(CCO)C(c3nnnn3C3CCCCC3)C(C)C)cc2c1 (centres undefined)	-13	2%	-13%	0%	16%	-9%
COc1ccc([C@H]2CC(=O)C=C(c3cccc4c3Oc3ccccc3S4)C2)cc1	-4	-22%	2%	-23%	?	·
COc1cc([N+](=O)[O-])ccc1NC(=O)/C=C/C(=O)O	0	-14%	-5%	0%	4%	-28%
COc1ccc(C(NC(=O)/C=C/c2ccco2)c2ccc(OC)c(OC)c2)cc1OC	0	106%[activator]	-8%	8.9µM*	0%	9%
CC(C)C1CC(c2csc(N)n2)CCO1 (centres undefined)	9	-9%	?	1%	32%[activator]	9%
O=C(NCc1ccccc1F)c1ccc(S(=O)(=O)NCc2ccco2)cc1	-16	50%	-16%	-10%	?	·
Cc1cccc(NC(=S)N2CCC(O)CC2)c1C	-32	-1%[2.29 µM]	6%	3%	26%	0%
